Salmonella PhoP GFP: Inhibition of PhoP regulon, Salmonella typhi GFP reporter cells, confirmation, 4 h (AID 1850); Salmonella Typhi PhoP-promoter GFP reporter, fluorescence, 4 h; higher % means a stronger effect; one-dose inhibition, % at 50 µM; IC50 in µM for titrated hits; actives 0.33% (n = 310,000); in the data active = a potency from the dose series; inconclusive = inhibition mostly from about 25% at the one dose, without a potency; inactive = the rest, 99 in 100 with inhibition below about 19%;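 note: 0% = induced wells with vehicle and 100% = uninduced wells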
VEEV TC-83 Vero: inhibitors of VEEV TC-83 cytopathic effect, confirmation, Vero cells (AID 588727); actives 0.13% (n = 350,000); Vero cells, VEEV TC-83 cytopathic effect inhibition; higher % means a stronger effect; inhibition, % at 20 µM; hits with a dose series show IC50 in µM; in the data active = a potency from the dose series; inconclusive = inhibition mostly from about 14% at the one dose, without a potency; inactive = the rest, 99 in 100 with inhibition below about 12%; note: strong numbers were not always called active
M. tuberculosis HTS: M. tuberculosis growth inhibition, HTS (AID 449762). inhibition, % at 25 µM; hits with a dose series show IC50 in µM. actives 0.59% (n = 330,000). M. tuberculosis H37Rv growth inhibition, 7H9 media; higher % means a stronger effect; in the data active = a potency from the dose series; inconclusive = inhibition above about 70% without an active follow-up result;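 note: bacterial growth assessed after seven days of incubation; strong numbers were not always called active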
H1N1 NS1A inhibition: NS1A inhibition, H1N1 influenza, cell based functional assay (AID 504329) | NS1A functional cell-based assay, percent inhibition; higher % means a stronger effect | inhibition, % at 12.5 µM, or IC50 in µM where a hit was titrated | actives 0.3% (n = 340,000); in the data active = a potency from the dose series; inconclusive = inhibition above about 27% without an active follow-up result; note: strong numbers were not always called active
tuberculosis growth: growth inhibition of non-replicating M. tuberculosis (AID 488890); inhibition, % at 25 µM, or IC50 in µM where a hit was titrated; Mycobacterium tuberculosis non-replicating, growth inhibition; higher % means a stronger effect; actives 0.39% (n = 320,000); in the data active = a potency from the dose series; inconclusive = inhibition mostly from about 82% at the one dose, without a potency; inactive = the rest, 99 in 100 with inhibition below about 76%;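 note: plate controls were DMSO cells for no effect and high antibiotic wells for full effect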
VEEV TC-83 Vero 10K pilot screen: second read-out of VEEV TC-83 Vero, no call of its own (marks repeat the call); inhibition, %; measured here: 10K pilot screen inhibition
An asterisk follows results filed as active; i = inactive; ? = inconclusive; . = no result given.

SMILES	Salmonella PhoP GFP	VEEV TC-83 Vero	M. tuberculosis HTS	H1N1 NS1A inhibition	tuberculosis growth	others
COc1ccc(NC(=O)c2cccc(N3C(=O)C4CCC(C)CC4C3=O)c2)c(OC)c1 (stereo not drawn)	10%	4.0%	-4%	2%	1%
Cc1ccc(CSCC(=O)N2CCN(c3ccccc3)CC2)cc1	-5%	1.2%	-14%	3%	68%
COCCCn1c(SCC(=O)NC2CCCC2)nnc1-c1ccco1	-6%	i	1%	2%	-11%
O=C(c1cccc(-n2cnnn2)c1)N1CC=C(c2ccccc2)CC1	4%	4.1%	-1%	6%	10%
COC(=O)c1ccccc1Nc1ccccc1	-3%	6.2%	0%	-11%	3%
Cc1cn([C@@H](CCCCN)C(=O)NCCCCCCCCCCC(=O)N2CCNCC2)nn1	4%	0.2%	2%	-10%	16%
Cc1ccc(CNC(=O)Cn2nnc(C(=O)Nc3ccc(Br)cc3)c2N)cc1	-8%	1.3%	5%	-3%	-7%
Cc1nc2ccccc2cc1C(=O)NCc1ccc(F)cc1	3%	0.3%	-2%	-6%	40%
Cc1cccc(C)c1OCC(=O)NNC(=O)CCCn1c(=O)oc2ccccc21	.	2.4%	3%	-14%	8%
CN(C)CCOCCSc1ccc(Cl)cc1	19%	i	5%	10%	1%
COCc1cc(OC(=O)N(C)C)nc2c1c(C)nn2C	2%	i	-6%	-1%	-10%
O=C(CCSC1=NCCCN1)c1ccc(F)cc1	.	4.5%	.	-14%	.
CCN(CC)C(=O)C1(P(=O)(c2ccccc2)c2ccccc2)CCC1	5%	8.4%	-1%	.	13%
O=C(NC(=S)NC(=O)c1ccccc1F)c1ccccc1F	-6%	0.5%	-6%	-5%	?
NS(=O)(=O)c1ccc(CCNC(=O)CCc2nc3ccccc3s2)cc1	-14%	1.7%	3%	1%	-15%
CNCCOc1ccc(Cl)c(Cl)c1	3%	0.0%	10%	-16%	-11%
O=C(CNC(=O)c1ccccc1F)OCC(=O)N1CCCc2ccccc21	-9%	1.0%	-6%	1%	6%
O=C(Cc1nc2ccccc2[nH]1)N/N=C/c1ccccc1	-7%	0.8%	0%	3%	-21%	VEEV TC-83 Vero 10K pilot screen=1.4
CC[C@@H](C)[C@@H](C(=O)N1CCN(C(=O)OC(C)(C)C)CC1)n1cc(CCCCNC(=O)OC(C)(C)C)nn1	-4%	6.5%	1%	-8%	8%
CCOC(=O)c1sc2nc(C)nc(SC(C)C(=O)N(C)c3ccccc3)c2c1C (stereo not drawn)	.	7.3%	35µM*	-8%	51%
CC(=O)Nc1ccc2nc(CN3CCN(CC=C(C)C)C(CCO)C3)ccc2c1 (stereo not drawn)	-1%	2.9%	4%	1%	11%
Cc1ccc(C(=O)NNC(=O)c2cccc(Br)c2)cc1	6%	i	-1%	-6%	4%
Cc1ccc(F)cc1NC(=O)CN1C(=O)NC2(CCCc3ccccc32)C1=O (stereo not drawn)	5%	2.5%	-4%	-3%	-2%
COc1ccc(/C=N/NS(=O)(=O)c2ccccc2)cc1OS(=O)(=O)c1ccccc1	7%	2.6%	-3%	-3%	5%
COc1ccc(C2Nc3ccccc3C(=O)N2NC(=O)c2ccccc2)cc1OC (stereo not drawn)	8%	2.3%	1%	-2%	-2%
CCCCCCCCCCCCCCC(O)C[N+](C)(CCO)CCO (stereo not drawn)	.	45%	.	2%	.
COc1ccc(C(=O)Nc2ccc3ccccc3c2)cc1OC	-5%	0.7%	-1%	20%	9%
O=C(Nc1nc2c(s1)CCCC2)c1ccc(N2C(=O)CCC2=O)cc1	-6%	4.2%	-5%	-6%	-6%
COc1ccc(S(=O)(=O)N2CCc3ccccc32)cc1C(=O)NCCc1ccc(S(N)(=O)=O)cc1	.	0.8%	-2%	-2%	11%
C=CCn1c(SCC(=O)N2CCOCC2)nc(O)c(Cc2ccccc2)c1=O	4%	1.9%	-1%	-1%	3%
Cc1c(C(=O)NCC(C)(C)N2CCOCC2)oc2ccccc12	.	2.8%	-13%	-6%	-5%
Cc1ccc(C2(C)NC(=O)N(CC(=O)N3CCN(S(=O)(=O)c4ccccc4[N+](=O)[O-])CC3)C2=O)cc1 (stereo not drawn)	.	3.0%	.	-4%	.
S=C(NCCc1cccc(Cl)c1)NCc1ccccc1	-2%	i	-2%	16%	?
Cc1cccc(N(CC(=O)NCc2ccco2)C(=O)CCC(=O)Nc2ccccn2)c1C	5%	1.8%	7%	12%	6%
O=C1Nc2ccccc2/C1=C/c1ccccc1F	-2%	i	6%	3%	5%
CC(=O)Nc1ccc(-c2cc(NC(C)=O)n(-c3ccccc3)n2)cc1	-6%	1.7%	-2%	-8%	-4%
NC(=O)c1ccsc1NC(=O)COC(=O)c1ccncc1	.	1.3%	.	-7%	.
COc1ccc(C2N=C(N)N=C(N)N2c2ccccc2OC)cc1OC (stereo not drawn)	-3%	i	-15%	12%	-5%
O=C(COC(=O)c1ccc2c(c1)OCCO2)NCc1ccccc1	4%	2.7%	-7%	-18%	0%
COC(=O)c1ccc(CNC(=O)C2CCC(=O)N(Cc3cccc(F)c3)C2)cc1 (stereo not drawn)	1%	3.2%	-13%	-4%	-6%

Quoted at random: three entries already listed.
SMILES	Salmonella PhoP GFP	VEEV TC-83 Vero	M. tuberculosis HTS	H1N1 NS1A inhibition	tuberculosis growth	others
Cc1ccc(F)cc1NC(=O)CN1C(=O)NC2(CCCc3ccccc32)C1=O (stereo not drawn)	5%	2.5%	-4%	-3%	-2%
COc1ccc(/C=N/NS(=O)(=O)c2ccccc2)cc1OS(=O)(=O)c1ccccc1	7%	2.6%	-3%	-3%	5%
CCCCCCCCCCCCCCC(O)C[N+](C)(CCO)CCO (stereo not drawn)	.	45%	.	2%	.

Later entries:
SMILES	Salmonella PhoP GFP	VEEV TC-83 Vero	M. tuberculosis HTS	H1N1 NS1A inhibition	tuberculosis growth	others
CC(C)=NOc1cc(NC(=O)CCl)cc([N+](=O)[O-])c1	-5%	13%	?	0%	?
CCOC(=O)/C(C(=O)Nc1ccc(Cl)cc1Cl)=C1/NC(C)(C)Cc2ccccc21	-4%	.	-2%	.	-4%
CCCN(CCC)C(=O)C1CCCN1S(=O)(=O)c1cccc2nsnc12 (stereo not drawn)	15%	1.1%	3%	-10%	-4%
CCOC(=O)CN1C(=O)N[C@@H](CCc2ccccc2)C(C(=O)OC)=C1C	8%	0.1%	-9%	4%	4%	VEEV TC-83 Vero 10K pilot screen=0.6
COc1ccc(NC(=S)Nc2ccc(F)cc2)cc1	-5%	1.1%	-5%	20%	?
CCCc1c(C(=O)N/N=C/c2cccc(OCc3ccc(F)cc3)c2)nnn1-c1nonc1N	4%	2.8%	4%	7%	3%
COC(=O)CSc1nnc(CCc2nc3ccccc3[nH]2)n1C	-13%	3.0%	0%	8%	-10%
CCOc1ccc(-c2[nH]ncc2-c2csc(C)n2)c(O)c1	-2%	i	9%	1%	4%
CC(=O)N1CCC(N(CCCOC(C)C)C(=O)Nc2ccc(Cl)cc2)CC1	17%	0.2%	5%	31%	.
Cc1ccc(S(=O)(=O)N2CCN(CC(=O)N/N=C\c3cccnc3)CC2)cc1	9%	1.2%	4%	-1%	8%
CCN(CC)S(=O)(=O)c1ccc(N2CCOCC2)c(NC(=O)C2CSC3(C)CCC(=O)N23)c1 (stereo not drawn)	1%	6.3%	0%	19%	28%
CC1=NN(C(N)=S)C(=O)C1N=Nc1cccc(Cl)c1 (stereo not drawn)	-1%	2.3%	8%	9%	?
CC(C)/C=C/C(=O)N1CCCC(N2CCN(c3ccccc3F)CC2)C1 (stereo not drawn)	8%	i	6%	-4%	-5%
N#C/C(=C\c1ccccc1)C(=O)NNS(=O)(=O)c1ccc(Br)cc1	.	0.5%	-3%	56%	9%
COc1ccc2cc(C(=O)C3CCCN(C(=O)c4cncs4)C3)ccc2c1 (stereo not drawn)	2%	3.8%	0%	9%	8%
COc1ccc(C2/C(=C(/O)c3ccc4c(c3)CC(C)O4)C(=O)C(=O)N2Cc2cccnc2)cc1 (stereo not drawn)	-6%	0.3%	-2%	7%	-4%
CCc1ccc(NC(=S)N2CCN(c3cccc(OC)c3)CC2)cc1	3%	4.5%	10%	-3%	-9%
N#Cc1ccc(NC(=O)NN2CCCCCC2)cc1	.	2.0%	.	1%	.
COc1ccc(C(=O)CCS(=O)(=O)c2ccc(C)cc2)cc1	-4%	6.3%	?	23%	?
O=C1N/C(=N/c2ccccn2)SC1Cc1ccccc1 (stereo not drawn)	-9%	2.5%	-5%	2%	.
Cc1nn(Cc2ccc(F)cc2)c2sc(C(=O)Nc3ccccc3N3CCOCC3)cc12	11%	1.2%	-10%	-2%	-23%
CN(C)CCN1C(=O)c2oc3ccccc3c(=O)c2C1c1ccc(F)cc1 (stereo not drawn)	7%	i	-6%	-3%	-5%
Cc1ccc(C)c(-c2cc(C(=O)Nc3sc(C)c(C)c3C(N)=O)c3ccccc3n2)c1	-8%	i	7%	7%	42%
Cc1ccc(S(=O)(=O)c2nc(Nc3nccs3)sc2Cl)cc1	7%	4.1%	95%	14%	79%
Cn1c(NC(=O)c2ccco2)c(-c2ccccc2Cl)c(=O)c2ccccc21	2%	1.7%	-5%	3%	2%
COC(=O)COC(=O)CC(CC(N)=O)c1ccccc1 (stereo not drawn)	-21%	i	4%	0%	14%
CCCN(C(=O)c1cc(S(=O)(=O)N2CCCCC2)ccc1Cl)C1CCS(=O)(=O)C1 (stereo not drawn)	18%	i	-5%	-8%	1%
N#Cc1cnn(-c2cccc(Cl)c2)c1-n1cccc1	0%	i	4%	2%	-1%
N#C/C(=C\c1cn(CC(=O)O)c2ccccc12)C(=O)NCc1ccccc1	-2%	0.3%	-2%	1%	?
Cc1cc(N2C(=O)C(O)=C(C(=O)c3ccco3)C2c2ccccc2F)no1 (stereo not drawn)	-6%	0.2%	3%	-10%	9%
CCOC(=O)Nc1ccc2c(c1)N(C(=O)CCN(CC)CC)c1ccccc1CC2	9%	i	-9%	-2%	-9%
CC1C(c2ccccc2)C(C#N)(C#N)C2(C#N)C(=O)NC1(N)C2C (stereo not drawn)	1%	i	-4%	2%	6%
COc1ccccc1C(=O)Nc1ccc(N2CCN(C(C)=O)CC2)cc1	-5%	1.7%	6%	-6%	14%
Cc1ccc(-n2c(C)cc(/C=N/NC(=O)CC3(C)OCCO3)c2C)cc1	1%	i	6%	7%	25%
CC(=O)NCCNC(=O)c1cccc(NS(=O)(=O)c2ccc3c(c2)OCCO3)c1	7%	i	-2%	-17%	-10%
CC1CCCCC1N1CCN(C(=O)c2cccc(F)c2)CC1 (stereo not drawn)	-6%	i	-4%	-9%	-4%
COc1ccc(CC(=O)NNS(=O)(=O)c2ccccc2[N+](=O)[O-])cc1	-12%	0.0%	0%	5%	-2%
COc1ccc(-c2cc(C(=O)NCCN3CCOCC3)c3ccccc3n2)c(OC)c1	-7%	3.4%	7%	4%	3%
CCCC(=O)N(CCN(C(=O)CCC)c1ccccc1)c1ccccc1	0%	0.8%	9%	-5%	6%
CCOc1ncccc1C(=O)OCC(=O)NC1CCCCCC1	.	0.8%	.	-12%	.

5 neighbouring entries out of the list so far, for reference:
SMILES	Salmonella PhoP GFP	VEEV TC-83 Vero	M. tuberculosis HTS	H1N1 NS1A inhibition	tuberculosis growth	others
Cc1cc(N2C(=O)C(O)=C(C(=O)c3ccco3)C2c2ccccc2F)no1 (stereo not drawn)	-6%	0.2%	3%	-10%	9%
CCOC(=O)Nc1ccc2c(c1)N(C(=O)CCN(CC)CC)c1ccccc1CC2	9%	i	-9%	-2%	-9%
CC1C(c2ccccc2)C(C#N)(C#N)C2(C#N)C(=O)NC1(N)C2C (stereo not drawn)	1%	i	-4%	2%	6%
COc1ccccc1C(=O)Nc1ccc(N2CCN(C(C)=O)CC2)cc1	-5%	1.7%	6%	-6%	14%
Cc1ccc(-n2c(C)cc(/C=N/NC(=O)CC3(C)OCCO3)c2C)cc1	1%	i	6%	7%	25%

Remaining list, next part:
SMILES	Salmonella PhoP GFP	VEEV TC-83 Vero	M. tuberculosis HTS	H1N1 NS1A inhibition	tuberculosis growth	others
CC(C)c1ccc(NC2=CC(=O)CC(C)(C)C2)cc1	-6%	0.1%	-2%	2%	2%
CCc1cc(C(=O)O)c(NC(=O)c2cc(OC)c(OC)c(OC)c2)s1	-2%	8.8%	64%	-4%	4%
COc1cc(C2c3c([nH]c(=O)[nH]c3=O)Nc3ccc4ccccc4c32)ccc1O (stereo not drawn)	4%	6.8%	4%	3%	10%
O=C1CCC(C(=O)OCc2c(Cl)cccc2Cl)N1 (stereo not drawn)	-8%	0.6%	2%	-3%	-6%
COc1ccc(C(=O)Oc2cccc3cccnc23)cc1[N+](=O)[O-]	-10%	1.3%	?	16%	?

Assay outcomes (PubChem BioAssay)

Rows are unselected. Share with any hit: about 1.6%.
